Bioassay records from PubChem BioAssay.
DAX1 inh-1: inhibits human nuclear receptor DAX1; HEK293 Gal4-DAX1 luciferase reporter, luminescence; inhibition, % at 6.75 µM; P51843; 0.99% of 340,000 active; AID 504766;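 active means inhibition above the mean over all tested compounds plus 3 SD, cut at about 4.2% in these data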;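 further: 0% = DAX1-transfected cells with DMSO and 100% = empty-vector control cells with DMSO; inhibition shows as a rise in luminescence from relieved DAX1 repression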
Target sequence (P51843 207-470 limits assumed): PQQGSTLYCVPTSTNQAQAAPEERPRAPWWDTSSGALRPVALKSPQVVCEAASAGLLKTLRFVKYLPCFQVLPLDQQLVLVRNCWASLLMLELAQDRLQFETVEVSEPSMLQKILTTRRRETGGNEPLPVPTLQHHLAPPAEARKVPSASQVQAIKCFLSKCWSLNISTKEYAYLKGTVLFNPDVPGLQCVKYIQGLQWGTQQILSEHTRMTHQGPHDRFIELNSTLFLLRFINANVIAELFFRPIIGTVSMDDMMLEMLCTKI
DAX1 inh-2: inhibitors of DAX1 repression of SF-1 activated StAR promoter. HEK293T StAR-luciferase reporter, SF-1/DAX-1 repression relief. inhibition, % at 6.8 µM. 1.1% of 370,000 active. AID 652010;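 active means inhibition above the mean over all tested compounds plus 3 SD, cut at about 3.6% in these data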;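 further: 0% = DAX-1 cells with DMSO and 100% = cells lacking DAX-1 with DMSO; higher inhibition means more luminescence from relief of DAX-1 repression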
hcDAF12 agonist: activators of H. contortus DAF-12 nuclear receptor. HEK293 hcDAF-12 lit1-tk-luc reporter, luminescence; 0% DMSO, 100% Δ7-dafachronic acid. activation, % at 6.8 µM. 1.4% of 370,000 active;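 active means activation above the mean of all tested compounds plus 3 SD, cut at about 5.5% in these data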;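 further: 100% = response to 3 µM Δ7-dafachronic acid high control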
ssDAF12 agonist: activators of S. stercoralis DAF-12 nuclear receptor; HEK293 ssDAF-12/GRIP1 lit1-tk-luc reporter, luminescence; % of 3 µM dafachronic acid response; activation, % at 6.8 µM; 1% of 370,000 active;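 active means activation above the mean over all tested compounds plus 3 SD, cut at about 0.9% in these data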;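 further: 0% = DMSO-only wells and 100% = 3 µM delta7-dafachronic acid wells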
PLC-beta3 inh: inhibitors of human phospholipase C beta3; Q01970; Purified PLC-beta3, fluorogenic substrate, fluorescence; inhibition, % at 12.2 µM; 0.18% of 370,000 active; AID 720704; in the data active means inhibition above about 11%;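 further: 0% = median of compound wells on plate and 100% = full blocker control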
sPLA2-III inh: Blocks human group III sPLA2 activity; QFRET BODIPY PC-A2 liposome hydrolysis, fluorescence; inhibition, % at 12.2 µM; Q9NZ20; 0.56% of 370,000 active;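 active means inhibition above mean plus 3 SD of compounds lying within the high and low control bounds, cut at about 19% in these data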;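 further: 0% = median of test compound wells and 100% = no enzyme DMSO wells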
Target sequence (Q9NZ20 whole entry, looked up): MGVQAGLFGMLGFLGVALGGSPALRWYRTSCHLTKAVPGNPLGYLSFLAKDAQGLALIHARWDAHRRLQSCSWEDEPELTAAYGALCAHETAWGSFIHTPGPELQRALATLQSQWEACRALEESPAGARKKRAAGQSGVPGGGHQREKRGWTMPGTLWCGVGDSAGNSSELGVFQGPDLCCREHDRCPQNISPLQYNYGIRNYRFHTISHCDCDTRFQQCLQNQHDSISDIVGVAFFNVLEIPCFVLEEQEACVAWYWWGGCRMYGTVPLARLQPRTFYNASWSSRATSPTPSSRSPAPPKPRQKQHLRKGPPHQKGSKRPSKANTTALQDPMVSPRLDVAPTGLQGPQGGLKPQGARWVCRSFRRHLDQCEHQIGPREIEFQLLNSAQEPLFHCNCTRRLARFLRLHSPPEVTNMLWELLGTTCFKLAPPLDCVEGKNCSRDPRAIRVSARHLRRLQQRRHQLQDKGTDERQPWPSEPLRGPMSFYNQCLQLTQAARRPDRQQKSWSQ
PLCg1 inh: PLC-gamma1 (human) inhibition, primary screen | purified PLC-gamma1, fluorogenic substrate, fluorescence | inhibition, % at 12.2 µM | P19174 | 0.84% of 370,000 active; in the data active means inhibition above about 9.5%
ADAM17 inh: ADAM17 inhibition, QFRET primary screen | recombinant ADAM17, EDANS/DABCYL FRET peptide cleavage | inhibition, % at 6.95 µM | 0.83% of 370,000 active;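 active means inhibition above the mean of compounds lying between control limits plus 3 SD, set per campaign, cut at about 8.5% in these data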;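 further: 0% = DMSO-only wells as the low control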
ADAM10 inh: ADAM10 inhibition, QFRET primary screen. 0.62% of 370,000 active. O14672. AID 720582. inhibition, % at 7 µM. recombinant ADAM10, EDANS/DABCYL FRET peptide cleavage, 3 h;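 active means inhibition above a per-campaign cutoff equal to the mean of compounds falling between control-based bounds plus 3 SD, cut at about 20% in these data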;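 further: 0% = DMSO wells while the 100% control is not disclosed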
hgDAF12 agonist: hgDAF-12 agonism, primary luciferase screen; activation, % at 6.8 µM; HEK293 GAL4-hgDAF12 UAS-luciferase reporter, agonist luminescence; normalized to butyrate control; 1.8% of 370,000 active;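 active means activation above a cutoff set at the mean of all screened compounds plus 3 SD, cut at about 10% in these data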;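 further: 0% = DMSO wells and 100% = sodium butyrate wells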
FXN GAA850 act: increases GAA850 frataxin promoter reporter activity; HEK293 lucGAA850 FXN promoter luciferase reporter, 24 h; percent of 10 µM SAHA response; activation, % at 6 µM; 0.56% of 360,000 active; AID 540364;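 active means activation above the average of all compounds screened plus 3 SD, cutoff fixed separately per campaign, cut at about 7.5% in these data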;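 further: 0% = DMSO wells and 100% = 10 µM SAHA wells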
Starred values were filed as active, the others as inactive; nt = not tested or not shown.

SMILES	DAX1 inh-1	DAX1 inh-2	hcDAF12 agonist	ssDAF12 agonist	PLC-beta3 inh	sPLA2-III inh	PLCg1 inh	ADAM17 inh	ADAM10 inh	hgDAF12 agonist	FXN GAA850 act
C[C@@H]1CCCCO[C@@H](CN(C)C(=O)Nc2ccc(C(F)(F)F)cc2)[C@@H](C)CN([C@H](C)CO)C(=O)c2cc(NS(=O)(=O)c3ccc(Cl)cc3)ccc2O1	nt	-0.9	-0.4	-0.9	4	-44	0	16*	45*	-2.7	nt
O=c1c2c(-c3cccs3)csc2ncn1/N=C/c1ccccn1	1.8	0.0	-1.5	-1.8	-6	3	-4	-2	3	2.9	0.9
O=C(COC(=O)C1=COCCO1)Nc1cc(S(=O)(=O)N2CCCCC2)ccc1Cl	-0.4	0.0	-1.4	-1.1	-10	-1	3	-6	-2	-1.4	0.5
COc1ccc(-c2ccc(CN3C(CC(C)C)C(=O)N(Cc4cn(Cc5ccco5)nn4)CCS3(=O)=O)cc2)cc1OC (configuration not stated)	-0.8	0.0	-2.0	-1.2	2	-28	-1	3	7	-3.8	-0.8
O=C(NC(=S)Nc1ccccc1OC(F)F)c1ccc2c(c1)OCO2	0.2	0.3	1.3	-0.3	-3	19	-32	-1	-7	-0.5	2.9
CCOc1ccccc1/C=N/n1c(C)nc2ccccc2c1=O	1.3	0.5	0.8	-1.7	-1	-2	1	-4	-7	0.4	0.7
O=C(c1ccc(F)cc1)n1c(NCc2ccccc2)n[nH]c1=S	0.3	0.4	0.5	-1.4	-3	13	5	5	6	1.3	-0.3
Brc1cccc(/C=N/Nc2nn[nH]n2)c1	-2.2	-0.6	-0.1	-0.9	-2	-1	-1	-2	-4	-0.6	-0.5
O=C(Nc1ccc(Cl)cc1)N1CCN(c2ncccn2)CC1	-0.5	0.0	-0.8	-1.7	-1	-2	0	-4	-7	2.9	2.3
Cc1ccc(-n2c([C@@H]3C[C@H]3c3ccccc3)n[nH]c2=S)cc1	0.8	-0.1	1.6	-1.3	4	14	3	-1	0	-2.5	1.4
CC(Oc1ccc(Cl)cc1Cl)C(=O)/C=C/N(C)C (configuration not stated)	0.9	-0.2	-0.6	-0.8	-4	-4	-3	1	2	-0.4	0.6
NC(=O)c1nn(-c2cccc(Cl)c2)c(=O)cc1O	2.0	-0.3	-1.1	-1.2	-15	9	-11	2	-8	-1.2	2.5
N#Cc1c(NC(=O)COC(=O)c2ccc(O)cc2O)sc2c1CCC2	-0.1	-0.6	-0.8	-1.9	-2	-4	-1	0	-4	1.8	0.0
CN1CCC(=NNC(=O)CN(c2ccc([N+](=O)[O-])cc2)S(=O)(=O)c2ccccc2)CC1	-0.1	-0.2	-1.6	-0.7	-7	-2	1	0	11	0.1	1.8
Cc1ccc(-n2nnnc2SCc2nc3sc(C)c(C)c3c(=O)[nH]2)cc1	1.6	0.2	0.1	-1.1	-6	6	-8	-7	-16	2.5	-0.1
CC(C)=Cc1oc2ccc([N+](=O)[O-])cc2c1N1CC(C)OC(C)C1 (configuration not stated)	1.0	-0.7	-2.0	0.8	0	2	0	0	4	0.1	-1.1
O=CNc1cc2c(cc1Br)-c1ccccc1C2O (configuration not stated)	-0.8	0.8	1.8	0.8	3	-2	0	-2	1	-0.3	1.2
CN(C)c1ccc(/C=C/c2cc[n+](C)cc2)cc1	-3.1	-2.8	-3.4	-2.4	-47	-4	-43	0	4	-5.2	-3.2
C=CCn1c(SCC(=O)N(C(C)CC)C2CCS(=O)(=O)C2)nc2ccccc2c1=O (configuration not stated)	1.6	-1.6	-0.2	-0.8	-3	-4	1	-1	-3	-0.2	-0.9
CC(NC(=O)COC(=O)c1cc2ccccc2cc1O)c1ccccc1 (configuration not stated)	-0.4	-2.4	1.5	-0.5	-60	-4	-59	-2	-11	3.3	2.7
COc1ccc(C#Cc2cnc3c(c2)C(=O)N([C@H](C)CO)C[C@H](C)[C@@H](CN(C)C(=O)Nc2cccc(OC)c2)O3)cc1	0.8	-2.4	-0.4	-0.7	-23	-14	-14	-4	-15	-0.9	-2.0
CC1(C)C(c2ccccc2)=NC(c2ccccc2)N1O (configuration not stated)	-2.0	-1.0	-0.8	-1.4	2	2	-4	-1	-2	-2.8	0.0
COc1ccc(C(=O)c2sc(Nc3ccccc3)nc2N)cc1	2.3	-0.7	-4.2	-1.7	-34	-16	-22	-1	2	-0.7	3.9
Cc1ccc(C(=O)NCCN2CCCC2)cc1	0.3	0.1	0.4	-0.4	5	7	3	1	3	-0.2	-1.3
COc1cccc(-n2c(CNC(=O)OC(C)(C)C)n[nH]c2=S)c1	-1.0	0.3	-1.7	-0.7	4	2	2	-6	-4	-2.7	1.2
CCc1nc2c(OCc3ccc(Cl)cc3)cccn2c1N(C=O)Cc1ccc(OC)cc1	nt	-1.6	-2.4	-0.5	-2	-6	2	3	9	-0.6	-1.6
CCCCOc1cccc(NC(=O)CSc2nccn2C)c1	-0.9	-0.2	-1.0	-0.7	0	-3	-2	-3	2	0.6	4.7
O=C(NCc1ccncc1)C(=O)Nc1nc2ccccc2s1	-0.3	0.0	1.9	0.2	3	0	2	0	6	7.6	3.9
O=C(OCCOCCN=C1NS(=O)(=O)c2ccccc21)c1ccccc1	0.3	0.1	-1.1	-0.8	-1	-3	3	0	12	0.1	0.9
O=C(OCc1cc2ccccc2[nH]c1=O)C1CCCO1 (configuration not stated)	0.8	1.2	1.7	-0.8	-1	0	-3	-3	-10	1.8	0.0

Profiles, quoted from the list. Values in the order: DAX1 inh-1, DAX1 inh-2, hcDAF12 agonist, ssDAF12 agonist, PLC-beta3 inh, sPLA2-III inh, PLCg1 inh, ADAM17 inh, ADAM10 inh, hgDAF12 agonist, FXN GAA850 act
Entry for CC1(C)C(c2ccccc2)=NC(c2ccccc2)N1O (configuration not stated) → -2.0, -1.0, -0.8, -1.4, 2, 2, -4, -1, -2, -2.8, 0.0
Entry for CC(C)=Cc1oc2ccc([N+](=O)[O-])cc2c1N1CC(C)OC(C)C1 (configuration not stated) → 1.0, -0.7, -2.0, 0.8, 0, 2, 0, 0, 4, 0.1, -1.1
Entry for CC(NC(=O)COC(=O)c1cc2ccccc2cc1O)c1ccccc1 (configuration not stated) → -0.4, -2.4, 1.5, -0.5, -60, -4, -59, -2, -11, 3.3, 2.7
Entry for CN(C)c1ccc(/C=C/c2cc[n+](C)cc2)cc1 → -3.1, -2.8, -3.4, -2.4, -47, -4, -43, 0, 4, -5.2, -3.2
Entry for COc1ccc(C(=O)c2sc(Nc3ccccc3)nc2N)cc1 → 2.3, -0.7, -4.2, -1.7, -34, -16, -22, -1, 2, -0.7, 3.9

Following part.
SMILES	DAX1 inh-1	DAX1 inh-2	hcDAF12 agonist	ssDAF12 agonist	PLC-beta3 inh	sPLA2-III inh	PLCg1 inh	ADAM17 inh	ADAM10 inh	hgDAF12 agonist	FXN GAA850 act
COc1ccc(CN2CCNC(=O)C2CC(=O)NCCc2nc(C)c(C)s2)cc1C (configuration not stated)	0.0	1.4	-2.5	-0.9	-4	-2	-5	-6	-7	1.5	1.8
N#CCSc1nnc(Cc2ccc3c(c2)OCO3)o1	0.2	0.4	-1.5	-0.9	6	1	0	0	-8	0.8	3.0
Cc1ccc(S(=O)(=O)N(C)C)cc1NC(=O)COC(=O)CC1CCCC1	0.8	0.7	0.6	-0.9	-13	6	-5	-2	-11	0.5	1.1
CC(CCC(=O)O)(c1ccc(O)cc1)c1ccc(O)cc1	1.4	0.1	3.2	-0.9	2	-3	1	-3	-3	-2.0	-0.5
Cc1ccc(N2CC(C(=O)Nc3nnc(SCCN4CCOCC4)s3)CC2=O)cc1C (configuration not stated)	0.0	0.1	-1.8	-0.7	-6	-2	4	1	-5	-0.2	2.4
OCc1ccccc1OCCCOc1cccc2cccnc12	-0.2	0.0	-0.9	-0.7	-12	-7	-7	-3	6	1.5	5.0
CCOC(=O)C1=C(C)N(C)C(=O)NC1c1cc2c(cc1[N+](=O)[O-])OCO2 (configuration not stated)	3.3	0.3	-0.6	-1.1	-103	-3	-94	-39	-99	0.4	-0.1
O=C(COc1ccccc1-c1ccccc1)c1ccccc1	1.4	-0.1	-1.3	0.7	1	-14	-2	0	7	0.9	-2.8
Cc1nc(SCC(=O)NCCc2ccccc2)nc(C)c1C	1.5	0.4	-0.5	-1.2	-2	3	0	-7	3	-2.4	1.2
CCOC(=O)/C(C#N)=C1\C=CN(C)C(C)=N1	4.0	-0.5	-0.5	-1.1	2	6	5	0	2	1.2	1.4
CC(C)Nc1nc(-c2ccccn2)nc(-c2ccccc2)c1C#N	4.8*	-0.3	-1.8	-1.3	-4	0	-5	-6	-3	0.4	1.3
CC(=O)c1cccc(N(CC(=O)Nc2ccc(S(=O)(=O)N3CCCC3)cc2)S(C)(=O)=O)c1	-0.4	-1.4	-0.7	-0.8	-7	-8	5	0	-9	-1.4	0.4
COc1ccc(-c2oc3ncn4nc(COc5ccccc5)nc4c3c2-c2ccc(OC)cc2)cc1	0.6	-0.6	-1.6	-1.6	0	3	-4	-1	-7	-1.4	-1.4
CCCn1cnc2cc(NCc3cccs3)ccc21	-0.3	2.0	0.6	-1.0	-35	0	-23	-5	-13	7.0	2.4

Some of the entries above, set out differently.
CC(C)Nc1nc(-c2ccccn2)nc(-c2ccccc2)c1C#N
  DAX1 inh-1: 4.8*
  DAX1 inh-2: -0.3
  hcDAF12 agonist: -1.8
  ssDAF12 agonist: -1.3
  PLC-beta3 inh: -4
  sPLA2-III inh: 0
  PLCg1 inh: -5
  ADAM17 inh: -6
  ADAM10 inh: -3
  hgDAF12 agonist: 0.4
  FXN GAA850 act: 1.3

CC(=O)c1cccc(N(CC(=O)Nc2ccc(S(=O)(=O)N3CCCC3)cc2)S(C)(=O)=O)c1
  DAX1 inh-1: -0.4
  DAX1 inh-2: -1.4
  hcDAF12 agonist: -0.7
  ssDAF12 agonist: -0.8
  PLC-beta3 inh: -7
  sPLA2-III inh: -8
  PLCg1 inh: 5
  ADAM17 inh: 0
  ADAM10 inh: -9
  hgDAF12 agonist: -1.4
  FXN GAA850 act: 0.4

COc1ccc(-c2oc3ncn4nc(COc5ccccc5)nc4c3c2-c2ccc(OC)cc2)cc1
  DAX1 inh-1: 0.6
  DAX1 inh-2: -0.6
  hcDAF12 agonist: -1.6
  ssDAF12 agonist: -1.6
  PLC-beta3 inh: 0
  sPLA2-III inh: 3
  PLCg1 inh: -4
  ADAM17 inh: -1
  ADAM10 inh: -7
  hgDAF12 agonist: -1.4
  FXN GAA850 act: -1.4
